# Bioassay records (PubChem BioAssay)
# AID2073: inhibitors of Mint1-CaV2.2 protein interaction, biochemical, HTRF (AID 2073); Voltage-dependent N-type calcium channel subunit alpha-1B (Homo sapiens); 0.19% of 290,000 active; inhibition, % at 20 µM, or IC50 in µM where a hit was titrated; HTRF protein-protein interaction, Mint1-CaV2.2; higher % means a stronger effect; in the data active = inhibition mostly above about 51%, no sharp cut-off; inconclusive = no clear call, values can overlap the other calls; inactive = mostly below about 53%; also: some results filed as inactive read as strong as hits
# XIAP displacement: XIAP antagonists, biochemical, IAP family, fluorescence polarization (AID 1018); E3 ubiquitin-protein ligase XIAP (Homo sapiens); XIAP BIR domain, fluorescence polarization peptide displacement; higher % means a stronger effect; displacement, % at 20 µM; hits with a dose series show IC50 in µM; 0.007% of 200,000 active; in the data active = displacement above about 50%; also: a part of the inactive calls stands beside numbers as strong as those of hits
# human PMI inhibitors: human PMI inhibitors, high substrate, primary screen, biochemical, fluorescence intensity, high mannose 6-phosphate (AID 1220); recombinant PMI enzyme, coupled fluorescence intensity; higher % means a stronger effect; inhibition, % at 20 µM; hits with a dose series show IC50 in µM; 0.66% of 190,000 active
# P. falciparum M1AAP: P. falciparum M1AAP inhibitors, biochemical, fluorogenic H-Leu-NHMec substrate, 1536-well (AID 1445); recombinant M1AAP, H-Leu-NHMec fluorogenic kinetic assay; higher % means a stronger effect; Aminopeptidase N (Plasmodium falciparum (isolate 3D7)); one-dose inhibition, % at 30 µM; IC50 in µM for titrated hits; 0.42% of 220,000 active;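 active = primary inhibition above the hit cutoff, then over 50% inhibition at one or more dose response concentrations, cut at about 23% in these data, passing the limit was not always enough; inconclusive = conflicting primary data, or primary hits not chosen for dose response; inactive = low primary inhibition, or under 50% at every dose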;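 also: plate controls were DMSO full reaction for no effect and no enzyme background for full effect; strong numbers were not always called active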
# Dynein cargo inh: inhibitors of GR-EGFP nuclear translocation, primary screen, dynein cargo transport inhibitor project, imaging, high-content, 3617.4 mouse cells; z-score, hits read low; 0.47% of 220,000 active; test concentration mostly 20 µM; stimulated with dexamethasone, 1 µM; active compounds read low;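 active = plate z-score of nuclear minus cytoplasmic receptor signal below a set negative limit, without overly bright fluorescence or cell loss, cut at about -3.5 in these data, passing the limit was not always enough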;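 also: z-score of nuclear minus cytoplasmic ring GR-EGFP intensity difference per well; some compounds called inactive have numbers as strong as hits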
#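 Also added – dexamethasone, 1.0 µM final · Buffer or medium – tet-free, stripped-serum medium · Schedule – induction 48 h, compound 1 h, agonist 30 min · Detection – formaldehyde fixation, Hoechst nuclear stain, 10x automated fluorescence imaging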
# M17LAP inhibition: P. falciparum M17LAP inhibitors, primary screen, biochemical, fluorogenic H-Leu-NHMec substrate, 1536-well (AID 1619) | Leucine aminopeptidase (Plasmodium falciparum (isolate 3D7)) | recombinant M17LAP, H-Leu-NHMec fluorogenic kinetic assay; higher % means a stronger effect | inhibition, % at 30 µM; hits with a dose series show IC50 in µM | 0.38% of 220,000 active;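 active = compound inhibiting the enzyme by more than half at any dose during confirmatory dose-response retesting; inconclusive = strong single-dose inhibitors picked by rank but not retested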;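 also: plate controls were full reaction with DMSO carrier for no effect and no enzyme background for full effect; strong numbers were not always called active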
# LYP phosphatase: inhibitors of LYP phosphatase, biochemical, fluorescence intensity, uHTS (AID 1779); inhibition, % at 11.5 µM; hits with a dose series show IC50 in µM; Tyrosine-protein phosphatase non-receptor type 22 (Homo sapiens); 0.054% of 290,000 active; recombinant LYP phosphatase, fluorescence intensity; higher % means a stronger effect;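 also: plate controls were vehicle with enzyme for no effect and no enzyme for full effect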
# SIAH1 antagonists: Siah-1 peptide-binding antagonists, primary screen, biochemical, fluorescence polarization, rhodamine-plectin, uHTS (AID 1817). E3 ubiquitin-protein ligase SIAH1 (Homo sapiens). Siah-1 / rhodamine-plectin peptide fluorescence polarization; higher % means a stronger effect. one-dose displacement, % at 20 µM; IC50 in µM for titrated hits. 0.02% of 290,000 active;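 active = displacement of at least 50% at 20 µM, with a fluorescence ratio check between 0.3 and a set limit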;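 also: plate controls were Siah plus tracer with DMSO for no effect and tracer alone without Siah for full effect; strong numbers were not always called active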
# human PMI inhibition: inhibitors of human PMI, primary screen, biochemical, fluorescence intensity, coupled assay (AID 1209) | purified PMI enzyme, coupled fluorescence intensity; higher % means a stronger effect | one-dose inhibition, % at 20 µM; IC50 in µM for titrated hits | Mannose-6-phosphate isomerase (Homo sapiens) | 0.42% of 190,000 active;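 also: plate controls were DMSO vehicle for no effect and wells lacking substrate for full effect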
# Dynein cargo inh cytoplasmic EGFP: also measured in Dynein cargo inh; calls as there; z-score; measured here: cytoplasmic GR-EGFP intensity; active compounds read high
# Dynein cargo inh nuclear GR-EGFP: also measured in Dynein cargo inh; calls as there; z-score; measured here: nuclear GR-EGFP intensity;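 lower value marks the stronger effect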
# Dynein cargo inh cell count: second read-out of Dynein cargo inh, no call of its own (marks repeat the call); z-score; measured here: cell count per field
# An asterisk follows results filed as active; u = inconclusive; x = no result given. Rule as the data show it, unless noted: active = inhibition above about 50%; inactive = the rest.
AID2073,XIAP displacement,human PMI inhibitors,P. falciparum M1AAP,Dynein cargo inh,Dynein cargo inh cytoplasmic EGFP,Dynein cargo inh nuclear GR-EGFP,Dynein cargo inh cell count,M17LAP inhibition,LYP phosphatase,SIAH1 antagonists,human PMI inhibition,Compound
-6%,1.5%,13%,0%,-0.3,-0.05,0.038,-0.27,2%,3%,1%,14%,CCOc1ccc(S(=O)(=O)NCCC2=CCCCC2)c2ccccc12
4%,-1.6%,-17%,11%,0.23,-0.19,-0.011,-0.13,-16%,-17%,-7%,-14%,Cc1ccc2nc(-c3ccc(NC(=O)CCN4C(=O)c5ccccc5C4=O)cc3)sc2c1
0%,-1.9%,-6%,10%,1.1,0.00017,0.72,-0.16,2%,3%,3%,-13%,CCOC(=O)C1=C(c2ccccc2)NC(=S)NC1c1ccc(Cl)c([N+](=O)[O-])c1 (stereo unspecified)
8%,-2.6%,-2%,9%,-0.54,-0.17,-0.38,0.045,0%,0%,2%,-2%,O=C(NCCOc1ccccc1Cl)c1cc(F)c(F)cc1Cl
-3%,-4.9%,0%,0%,-0.72,0.0094,0.029,0.57,17%,-8%,-3%,-6%,COc1ccccc1NC(=O)Nc1ccnn1C1CCCCC1
-1%,2.8%,7%,1%,-0.2,-0.23,0.33,0.71,13%,-3%,-2%,6%,CC(=O)c1c(C)nc2ccccn12
0%,-4.2%,4%,9%,-0.55,-0.28,-0.49,0.82,5%,-5%,5%,6%,COc1ccc(Br)cc1S(=O)(=O)N1CC(C)OC(C)C1 (stereo unspecified)
31%,-1.5%,15%,1%,0.59,-0.12,0.72,0.21,4%,0%,2%,7%,Cc1csc(NC(=O)c2cc(-c3ccncc3)nc3ccccc23)n1
-8%,-3.1%,3%,-1%,-1.2,-0.23,-0.54,0.89,-6%,-4%,2%,1%,CCOC(=O)C(NC(=O)c1ccc(OC)cc1)(Nc1cc(C)on1)C(F)(F)F (stereo unspecified)
10%,-1.2%,x,-3%,-0.057,-0.21,-0.16,0.092,2%,-5%,-2%,x,CCCc1nc2ccccc2c(=O)n1-c1ccc(C(=O)OCC)cc1
3%,-0.9%,-9%,1%,-0.36,-0.32,-0.058,0.53,8%,-1%,-5%,-21%,CC1CCCCC1NC(=O)COC(=O)c1ccc2ccccc2n1 (stereo unspecified)
-3%,-6.5%,1%,-3%,-0.24,-0.22,-0.43,0.17,12%,-4%,17%,3%,O=c1c2ccccc2nc(-c2ccc(F)cc2)n1NCc1ccccc1O
8%,x,x,3%,0.23,-0.19,0.2,0.42,8%,-3%,14%,x,CN(c1ccccc1)S(=O)(=O)c1cccc(C(=O)Nc2nn[nH]n2)c1
30%,2.0%,4%,-3%,-0.48,-0.3,-0.67,0.59,4%,1%,5%,15%,O=C(COc1cc(Cl)c(Cl)cc1Cl)NC(=O)Nc1ccc2c(c1)OCCO2
6%,-5.3%,12%,0%,-0.61,-0.22,-0.45,-0.09,4%,6%,5%,22%,CCOC(=O)C1C(=O)C=C(c2ccc(C)cc2)CC1c1cccc([N+](=O)[O-])c1 (stereo unspecified)
9%,-19%,6%,6%,1.2,-0.18,0.75,-0.88,-4%,-3%,0%,9%,Cc1cc(S(=O)(=O)Nc2c(C)nc3nc[nH]n3c2=O)ccc1F
1%,-8.0%,-8%,14%,0.1,-0.34,0.55,0.77,6%,-6%,-1%,0%,CCCC(C)C(=O)Nc1ccc(S(N)(=O)=O)cc1 (stereo unspecified)
-1%,-8.4%,12%,0%,0.41,-0.3,0.08,-0.15,-1%,-2%,-5%,20%,O=C(O)[C@@H]1CCCN1C(=O)c1ccco1
-1%,x,x,-2%,1.2,-0.74,0.28,-1,-7%,-4%,-1%,x,CCS(=O)(=O)Nc1cc(OC)c(OC)cc1Cc1nccc2cc(OC)c(OC)cc12
1%,-5.1%,3%,0%,-0.28,-0.18,-0.14,0.26,18%,-10%,1%,4%,Cc1ccc(-c2nnn(CC(=O)NCCc3ccc4c(c3)OCO4)n2)o1
u,-5.0%,4%,-3%,0.66,-0.19,0.26,-0.29,-7%,-6%,-7%,2%,COC(=O)C1SCC2C(=O)N(Cc3ccc(Cl)cc3)CC(=O)N21 (stereo unspecified)
16%,-7.9%,-18%,10%,0.7,-0.29,0.036,-0.36,-10%,11%,16%,-20%,CCS(=O)(=O)N1Cc2ccccc2CC1C(=O)Nc1nc2ccc(F)cc2s1 (stereo unspecified)
-1%,-0.8%,12%,7%,0.31,-0.074,0.73,-0.89,7%,0%,0%,18%,NC1=NC(=O)/C(=C/c2cn(CCC(=O)O)nc2-c2ccc(F)cc2)S1
-18%,-3.5%,6%,3%,-0.37,-0.22,-0.14,0.73,-11%,-6%,0%,7%,Cc1cc(C(=O)CSc2ncccn2)c(C)n1-c1cccc(F)c1
4%,-8.7%,-6%,5%,-0.32,-0.15,-0.19,0.86,30%,-12%,-2%,-7%,CC(C)Cc1csc(NC(=O)c2ccccc2Cl)c1C(=O)O
21%,-7.4%,17%,2%,0.41,-0.2,0.22,0.054,3%,1%,0%,7%,CCCCc1nc(N)c(C#N)c(-c2ccco2)c1CCC
-2%,x,x,8%,0.088,-0.24,-0.004,0.34,11%,-8%,11%,x,Fc1cccc(CSc2nc3ncc(Cl)cc3[nH]2)c1
78%,x,x,2%,-4.5*,2.1*,-2.4*,0.38*,3%,5%,16%,x,CCN(CC)S(=O)(=O)c1cc(NC(=O)Cn2ncc(Cl)c(Cl)c2=O)ccc1C
18%,1.6%,0%,2%,0.57,-0.24,-0.12,1.1,6%,-4%,0%,7%,O=C(OCc1cccc([N+](=O)[O-])c1)c1cccnc1
-3%,-65%,10%,1%,-0.0067,-0.26,-0.31,-0.034,-2%,-9%,-5%,20%,O=C(C[n+]1cccc(CNC(=O)c2ccc(OC(F)F)cc2)c1)Nc1cccc(C(F)(F)F)c1
5%,-9.0%,15%,-1%,-0.4,-0.33,-0.029,0.38,7%,-1%,-5%,16%,CCN(CC)S(=O)(=O)c1ccc(C(=O)NCCc2cc3c(OC)ccc(OC)c3[nH]c2=O)cc1
-12%,-1.8%,21%,3%,-0.49,-0.11,0.31,-0.7,14%,0%,-1%,31%,Cc1cc(=O)n(C)c(=O)n1CCCNc1ccccc1
18%,-12%,-16%,13%,-1.3,1.2,-0.16,-0.48,1%,13%,2%,0%,COc1ccccc1NC(=O)C1=C(C)NC(SCC(=O)c2ccccc2)=C(C#N)C1c1ccco1 (stereo unspecified)
4%,8.5%,-3%,9%,-0.083,-0.34,-0.26,0.0017,-1%,-2%,0%,-7%,COC1=C(Nc2ccc(C)cc2)C(=O)c2ccccc2C1=O
0%,-3.4%,-8%,-1%,0.67,-0.26,0.26,-0.38,13%,-6%,3%,-2%,CCN(CC)S(=O)(=O)c1ccc(N2C(=O)Nc3ccccc3N2O)cc1
33%,-3.1%,3%,0%,-0.068,-0.22,0.17,-0.069,11%,-2%,1%,6%,Cc1ccc(S(=O)(=O)NCCN(CCNS(=O)(=O)c2ccc(C)cc2)S(C)(=O)=O)cc1
2%,x,x,-2%,2.2,-0.19,0.9,-1.4,1%,-1%,8%,x,COc1ccccc1NC(=O)CN(Cc1ccco1)C(=O)c1cncc(Br)c1
14%,-7.4%,14%,2%,-0.65,-0.22,-0.37,0.58,7%,-1%,3%,22%,COC(=O)N/N=C(\C)c1ccc(C)c([N+](=O)[O-])c1
2%,-0.8%,5%,2%,-0.12,-0.23,-0.073,-0.29,-2%,-1%,-4%,10%,CCCCCCOc1ccc(N2C(=O)CC(N3CCN(C(=O)c4ccco4)CC3)C2=O)cc1 (stereo unspecified)
2%,-5.4%,6%,3%,0.81,-0.25,0.33,0.46,6%,-3%,6%,3%,COc1cc(/C=N\n2cnnc2)ccc1OCC(=O)Nc1ccc(C)cc1
-3%,-12%,3%,-3%,-0.46,-0.15,0.44,1.7,17%,-12%,-7%,6%,N#Cc1cnn(-c2ncnc3sc4c(c23)CCCC4)c1N
-22%,-1.8%,-18%,15%,-0.61,-0.2,-0.46,0.79,9%,-1%,-2%,1%,COc1cc(C2NC(=S)NC(c3ccccc3)=C2C(C)=O)cc(Cl)c1OCC(=O)O (stereo unspecified)
0%,-3.7%,-4%,2%,0.46,0.64,0.58,-0.37,-7%,-7%,3%,0%,CC(Oc1ccccc1Cl)c1nnc(N)s1 (stereo unspecified)
8%,x,x,2%,-1.5,-0.044,-0.58,0.38,6%,-5%,0%,x,CC(=O)c1sc(C(C)(C)C)cc1NC(=O)/C=C/C(=O)O
-3%,-0.5%,11%,-6%,-0.12,0.19,0.056,-0.082,4%,7%,-12%,22%,C(=N\Nc1nc2ccccc2[nH]1)/c1c[nH]c2ccccc12
-15%,-3.7%,8%,2%,0.83,-0.12,0.67,-1.3,2%,-3%,8%,9%,COc1ccc(-c2nnc(SC(C)C(=O)NCc3ccc4c(c3)OCO4)n2Cc2ccco2)cc1 (stereo unspecified)
0%,-0.9%,0%,2%,0.76,-0.4,0.084,0.12,-1%,-8%,0%,-2%,CCCCOC(=O)C1=C(C)Nc2nnnn2C1c1ccc(OC)c(OC)c1OC (stereo unspecified)
-13%,x,x,4%,-1.5,-0.69,-1.1,0.25,10%,-4%,-4%,x,CCOC(=O)c1c(CCl)nc2ccccc2c1-c1ccccc1

# Record cards, as listed above. Values in the order: AID2073, XIAP displacement, human PMI inhibitors, P. falciparum M1AAP, Dynein cargo inh, Dynein cargo inh cytoplasmic EGFP, Dynein cargo inh nuclear GR-EGFP, Dynein cargo inh cell count, M17LAP inhibition, LYP phosphatase, SIAH1 antagonists, human PMI inhibition
# `C(=N\Nc1nc2ccccc2[nH]1)/c1c[nH]c2ccccc12` in the list: -3%, -0.5%, 11%, -6%, -0.12, 0.19, 0.056, -0.082, 4%, 7%, -12%, 22%
# `COc1ccc(-c2nnc(SC(C)C(=O)NCc3ccc4c(c3)OCO4)n2Cc2ccco2)cc1` (stereo unspecified) in the list: -15%, -3.7%, 8%, 2%, 0.83, -0.12, 0.67, -1.3, 2%, -3%, 8%, 9%

# Not a hit list; overall some 2.1% were active at least once.
